# HEK293 cAMP cs – qHTS Assay for Agonists of the Thyroid Stimulating Hormone Receptor: Activators of Intracellular cAMP Concentrations in Parental HEK 293; actives 2.5% (n = 73,000); AID 938, 2007; parental HEK293 CNG cAMP sensor, membrane potential fluorescence; Potency, µM (top dose mostly 57.1 µM), for inactives: at the top dose activation, most hits filed as activators; note: potency is the fitted concentration of half-maximal effect; % of control where 0% means no effect; nearly all actives have a fitted effect of over 55% in size
#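 Parental HEK 293 cells stably expressing a cAMP-gated CNG channel were loaded with membrane potential dye containing 100 uM RO 20-1724 for 60 min. Compound added for 30 min; depolarization read as fluorescence intensity at 590 nm.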
# Casp7 inh – qHTS Assay for Allosteric/Competitive Inhibitors of Caspase-7; P55210; recombinant caspase-7, Ac-DEVD-AFC fluorescence rate; Potency, µM (doses to about 57.5 µM), for inactives: at the highest dose activity change, negative = inhibition, hits mostly inhibitors; actives 0.02% (n = 75,000); AID 889, 2007; active = well fitted inhibition curve with a large enough effect in the main read-out, with a control signal flat, not every such curve was filed as active; inconclusive = small, poorly fitted or top-dose-only effect, or a change in a side signal; note: potency is the fitted concentration of half-maximal effect; % of control where 0% means no effect
# Caspase-1 inhib – qHTS Assay for Allosteric/Competitive Inhibitors of Caspase-1; Caspase-1 enzyme, Ac-WEHD-AFC fluorogenic rate; Potency, µM (titrated, usually from 57.5 µM), for the others: at the top dose activity change, negative = inhibition, hits mostly inhibitors; actives 0.03% (n = 75,000);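 note: potency is the fitted concentration of half-maximal effect; plate controls were vehicle for no effect and no substrate for full effect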
# USP2a inhib – qHTS Assay for Inhibitors of Ubiquitin-specific Protease USP2a | Ubiquitin carboxyl-terminal hydrolase 2 (Homo sapiens), O75604 | USP2a enzymatic assay, qHTS inhibition | Potency, µM (series often up to 38.3 µM), for inactives: at the highest dose activity change, negative = inhibition, usual class: inhibitors | actives 0.1% (n = 60,000);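 note: potency is the fitted concentration of half-maximal effect; nearly all actives have a fitted effect of over 60% in size; plate controls were DMSO for no effect and NEM full inhibition control for full effect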
#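 USP2 core (20nM final) preincubated 30 min RT with compound, then Ub-PLA2 20nM and NBD C6-HPC 20uM final added; buffer 20mM Tris-HCl pH 8.0, 2mM CaCl2. Fluorescence Ex 460/Em 535 read at 0 and 2.5 h; normalized to NEM.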
# 4MU fluor – qHTS Assay for Spectroscopic Profiling in 4-MU Spectral Region; AID 589, 2007; max dye-equivalent concentration, M; actives 11% (n = 59,000); compound autofluorescence, 340/450 nm, 4-MU equivalents; stronger effect = higher value; in the data active = max dye-equivalent concentration above about 10 nM; inconclusive = mostly about 1.1 nM to 9.6 nM
#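 Compounds in 100 mM Tris, pH 8.0, incubated 15 min at room temperature, then fluorescence read at 340 nm excitation/450 nm emission. Signal converted to 4-MU dye-equivalent concentration using an on-plate six-point 4-MU standard curve.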
# A350 autofl – qHTS Assay for Spectroscopic Profiling in A350 Spectral Region; max dye-equivalent concentration, M; AID 590, 2007; actives 11% (n = 59,000); Compound autofluorescence, 340/450 nm, Alexa 350 dye-equivalents; stronger effect = higher value; in the data active = max dye-equivalent concentration above about 10 nM; inconclusive = mostly about 1.1 nM to 9.6 nM
# Fluorescein autfl – qHTS Assay for Spectroscopic Profiling in Fluorescein Spectral Region; Compound autofluorescence, 480/540 nm, fluorescein-equivalent; stronger effect = higher value; max fluorescein-equivalent concentration, M; actives 0.91% (n = 59,000); AID 593, 2007; in the data active = max fluorescein-equivalent concentration above about 10 nM; inconclusive = between about 1.1 nM and that limit
#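 Read-out is intrinsic compound fluorescence at 480/540 nm (excitation/emission), expressed as dye-equivalent concentration using a fluorescein standard series run on every plate. Compounds sat 15 min at room temperature in 100 mM Tris, pH 8.0.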
# BRCT inh red – qHTS Assay for Inhibitors of BRCT-Phosphoprotein Interaction (Red Fluorophore) | Potency, µM (doses to about 76.9 µM), without a hit: top-dose activity change, negative = inhibition, hits mostly inhibitors | actives 0.03% (n = 75,000) | BRCT-phosphopeptide binding, red fluorescence polarization | AID 892, 2007; note: % is set by controls: 0 for no effect and ±100 for the full control effect
# Target sequence (P38398 whole entry, looked up): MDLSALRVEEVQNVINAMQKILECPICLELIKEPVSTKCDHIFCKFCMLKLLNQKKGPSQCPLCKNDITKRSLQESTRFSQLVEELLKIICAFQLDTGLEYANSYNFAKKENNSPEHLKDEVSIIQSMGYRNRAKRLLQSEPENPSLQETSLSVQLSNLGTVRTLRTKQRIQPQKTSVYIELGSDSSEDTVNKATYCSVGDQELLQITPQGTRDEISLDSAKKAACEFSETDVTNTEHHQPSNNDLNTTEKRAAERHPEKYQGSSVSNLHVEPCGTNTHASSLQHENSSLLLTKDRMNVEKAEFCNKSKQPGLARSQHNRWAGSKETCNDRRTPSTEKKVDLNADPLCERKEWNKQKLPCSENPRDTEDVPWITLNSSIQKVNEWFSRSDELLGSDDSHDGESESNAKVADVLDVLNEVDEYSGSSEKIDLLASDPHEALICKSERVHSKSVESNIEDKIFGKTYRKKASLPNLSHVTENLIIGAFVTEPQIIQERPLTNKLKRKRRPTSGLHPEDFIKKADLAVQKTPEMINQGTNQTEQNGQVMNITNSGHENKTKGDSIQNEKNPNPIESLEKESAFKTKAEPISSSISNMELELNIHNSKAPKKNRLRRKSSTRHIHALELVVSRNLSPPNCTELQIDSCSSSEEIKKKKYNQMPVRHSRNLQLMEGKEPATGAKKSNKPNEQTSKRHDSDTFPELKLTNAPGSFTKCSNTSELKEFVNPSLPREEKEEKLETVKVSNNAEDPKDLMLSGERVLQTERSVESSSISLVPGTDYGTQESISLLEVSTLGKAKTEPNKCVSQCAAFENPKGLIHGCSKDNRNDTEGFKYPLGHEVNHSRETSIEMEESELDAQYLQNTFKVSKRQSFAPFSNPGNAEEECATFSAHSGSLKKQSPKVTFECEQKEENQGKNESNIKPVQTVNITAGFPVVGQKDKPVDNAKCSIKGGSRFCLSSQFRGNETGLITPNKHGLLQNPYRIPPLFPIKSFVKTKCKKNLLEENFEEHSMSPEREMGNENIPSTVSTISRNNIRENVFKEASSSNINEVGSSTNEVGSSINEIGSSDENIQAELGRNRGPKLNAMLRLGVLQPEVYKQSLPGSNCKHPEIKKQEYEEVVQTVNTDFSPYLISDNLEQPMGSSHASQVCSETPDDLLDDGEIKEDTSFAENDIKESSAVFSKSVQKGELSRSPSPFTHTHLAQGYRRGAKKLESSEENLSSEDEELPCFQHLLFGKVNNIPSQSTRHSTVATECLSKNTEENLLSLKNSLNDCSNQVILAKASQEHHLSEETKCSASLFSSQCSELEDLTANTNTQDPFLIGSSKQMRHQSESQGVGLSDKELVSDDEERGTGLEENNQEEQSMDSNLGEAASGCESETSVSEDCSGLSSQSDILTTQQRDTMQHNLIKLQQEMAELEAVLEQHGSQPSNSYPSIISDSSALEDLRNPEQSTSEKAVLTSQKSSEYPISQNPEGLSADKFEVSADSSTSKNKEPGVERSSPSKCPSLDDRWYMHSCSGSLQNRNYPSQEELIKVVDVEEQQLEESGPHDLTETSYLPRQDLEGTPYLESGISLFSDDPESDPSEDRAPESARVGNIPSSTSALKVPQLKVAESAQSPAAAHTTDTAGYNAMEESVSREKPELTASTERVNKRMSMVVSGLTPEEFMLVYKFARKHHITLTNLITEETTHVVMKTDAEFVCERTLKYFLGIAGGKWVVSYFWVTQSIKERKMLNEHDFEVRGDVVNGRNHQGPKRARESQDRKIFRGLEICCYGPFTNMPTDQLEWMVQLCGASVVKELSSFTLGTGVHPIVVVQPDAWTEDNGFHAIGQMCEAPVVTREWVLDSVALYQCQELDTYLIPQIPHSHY
#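 Rhodamine-labelled pBACH1 10-mer (100 nM) bound to BRCT domain (100 nM) at pH 7.3; compounds incubated 12 min room temperature, polarization read. Free peptide defines full inhibition; unlabelled decapeptide titrated as control.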
# TexasRed autofl – qHTS Assay for Spectroscopic Profiling in Texas Red Spectral Region. Compound fluorescence, Texas Red channel, 547/618 nm; stronger effect = higher value. max dye-equivalent concentration, M. actives 0.06% (n = 59,000). AID 587, 2007; in the data active = max dye-equivalent concentration above about 10 nM; inconclusive = between about 1.1 nM and that limit
#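 Dye-equivalent concentrations come from scaling compound signal (ex 547, em 618 nm) to six Texas Red standard concentrations run on every plate, after 15 min room-temperature incubation in pH 8.0 Tris (100 mM).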
# Rhodamine fluor – qHTS Assay for Spectroscopic Profiling in Rhodamine Spectral Region | max dye-equivalent concentration, M | Rhodamine-region fluorescence, 547/598 nm, Tris buffer; stronger effect = higher value | actives 0.05% (n = 59,000); in the data active = max dye-equivalent concentration above about 11 nM; inconclusive = between about 1.1 nM and that limit
#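 A six-point rhodamine series on each plate calibrates the signal. Compounds sit in 100 mM Tris (pH 8.0) for 15 min at ambient temperature before imaging through 547 nm/598 nm filters.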
# BRCT inh green – qHTS Assay for Inhibitors of BRCT-Phosphoprotein Interaction (Green Fluorophore); Breast cancer type 1 susceptibility protein (Homo sapiens), P38398; BRCA1 BRCT-phosphopeptide binding, green fluorescence polarization; Potency, µM (top dose mostly 76.9 µM), for the others: top-dose activity change, negative = inhibition, most hits filed as inhibitors; actives 0.05% (n = 75,000); AID 875, 2007;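 note: potency is the fitted concentration of half-maximal effect; plate controls were peptide without protein for full effect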
#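 Fluorescence polarization: His-tagged BRCT (~35 kDa BRCA1 C-terminus, 250 nM) bound to 100 nM fluorescein-labeled phosphorylated 10-aa BACH1 peptide, pH 7.3 phosphate buffer with DTT and Tween 20. Compounds incubated 12 min at room temperature; inhibition read as lowered polarization.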
# Starred values were filed as active, the others as inactive; i = inactive; ? = inconclusive; · = no result given; [ ] = another dose, or the depositor's remark. Unless noted, calls come from the whole dose curve; as a rule, active = well fitted curve in the direction sought with a large enough effect; inconclusive = small, poorly fitted or top-dose-only effect, or another doubt; inactive = no such curve, though single readings can be large; an effect the other way counts as inactive or inconclusive. Some of the compounds tested; rates above refer to the full screens.
SMILES,HEK293 cAMP cs,Casp7 inh,Caspase-1 inhib,USP2a inhib,4MU fluor,A350 autofl,Fluorescein autfl,BRCT inh red,TexasRed autofl,Rhodamine fluor,BRCT inh green
Cc1noc(C)c1C(=O)N1CCC2(CC1)CN(c1ccccn1)C2,18.7%,0.2%,-3.6%,1.7%,i,i,i,0.1%,i,i,-2.8%
O=C(Cn1nnc(-c2ccc(CN3CCOCC3)cc2)n1)Nc1nc(-c2ccccc2)cs1,?,-2.7%,-2.2%,265.7%[activator],i,i,?,-0.6%,i,i,-2.1%
O=C1C2C3CCCC3=C3CCCC3C2C(=O)N1c1ccc(F)cc1 (stereo unspecified),?,-17.4%,?,·,i,i,?,-1.6%,i,i,-7.0%
CCOC(=O)c1[nH]c(C)c(C(=O)N(CC)CC)c1C,?,-1.8%,3.7%,·,·,·,·,0.7%,·,·,0.4%
COc1cccc(/C=N/n2c(-c3ccco3)nc3ccccc3c2=O)c1,15.8µM*,-0.6%,-2.1%,12.6%,i,i,i,-0.3%,i,i,-4.2%
COc1c(Cl)cc(-c2noc(C)c2C(=O)NCc2ccc3c(c2)OCO3)cc1Cl,26.2%,-3.2%,-4.5%,·,·,·,·,1.2%,·,·,-0.6%
Cc1cc(C#N)c2ccccc2n1,6.2%,-0.6%,-1.7%,-4.7%,i,?,?,-0.6%,i,i,-2.0%
COc1cccc(N(C(=O)c2ccco2)C(C(=O)NC2CCCC2)c2cccnc2)c1 (stereo unspecified),?,1.0%,-1.2%,8.0%,i,i,i,-0.4%,i,i,-2.6%
CCNC(=O)CN(Cc1ccccc1)S(=O)(=O)c1ccccc1,?,0.6%,-0.3%,4.2%,·,·,·,0.9%,·,·,-2.8%
Cc1ccc2cccc(OC(=O)c3ccc4c(c3)OCCO4)c2n1,9.2%,-0.5%,-3.2%,5.9%,i,i,i,-2.6%,i,i,-0.5%
C=CCn1c(=N)n(CC(O)c2ccco2)c2ccccc21 (stereo unspecified),25.7%,-0.9%,-3.0%,24.2%,i,i,i,-1.0%,i,i,-3.0%
CSc1nnc(-c2ccc(NC(=O)CCc3ccccc3)cc2)n1C,-5.1%,-7.1%,-9.2%,7.0%,1.18e-08M*,1.33e-08M*,i,1.2%,?,i,-1.4%
Cc1cccc(C(=O)NC2CC3CCCC(C2)N3C(=O)NC2CCCCC2)c1 (stereo unspecified),8.9%,1.0%,0.9%,71.8%[activator],i,i,i,0.4%,i,i,-2.3%
CN1CCN(CCc2ccc(Cl)c(Cl)c2)CC1,13.1%,0.4%,1.5%,·,·,·,·,1.2%,·,·,-0.6%
N#Cc1c(NC(=O)CCN2C(=O)c3ccccc3C2=O)oc(-c2ccccc2)c1-c1ccccc1,?,-1.8%,-4.0%,·,·,·,·,-0.7%,·,·,-1.8%
CC(=O)c1c(C(C)=O)c(C)n(-c2ccc(C(=O)O)cc2)c1C,5.3%,-24.3%,-13.2%,-8.4%,i,i,i,0.1%,?,i,-1.3%
COC(=O)c1ccc(Nc2nc(C)cc(=O)[nH]2)cc1,12.6µM*,-2.9%,-2.6%,6.8%,?,1.1e-08M*,i,-1.6%,i,i,-5.3%
COCC(=O)N(Cc1ccccc1)c1ccccn1,4.9%,1.2%,2.2%,-3.5%,i,i,i,-0.9%,i,i,3.4%
CN(c1ccccc1C(=O)O)S(=O)(=O)c1ccc2c3c(cccc13)C(=O)N2,8.4%,-11.5%,-11.3%,1.2%,1.22e-08M*,1.22e-08M*,?,-4.7%,?,i,-9.5%
COc1ccccc1OCC(=O)O,18.2%,3.0%,-0.6%,-1.9%,i,i,?,1.4%,i,i,-3.1%
C[C@@H](c1ccccc1)N1C(=O)[C@H]2[C@H]3[C@H](O)[C@H](O)C/C(=N/OCc4ccccc4)[C@@H]3CC[C@@H]2C1=O,-7.6%[11.4 µM],-0.8%[11.5 µM],0.4%[11.5 µM],·,·,·,·,-0.1%[15.4 µM],·,·,0.9%[15.4 µM]
CCOc1ccc(N2C(=O)CC(N3CCC(NC(=O)Nc4ccccc4)CC3)C2=O)cc1 (stereo unspecified),-7.1%,-0.1%,-0.4%,19.7%,i,i,?,-0.2%,i,i,-3.8%
Cc1cc(Br)ccc1NC(=O)CNC(=O)CN(C)Cc1nc2ccccc2c(=O)[nH]1,?,0.3%,-9.4%,16.2%,i,i,?,0.5%,i,i,-0.5%
CCCCc1cc(=O)oc2cc(C)cc(OCc3nn[nH]n3)c12,3.4%,-1.4%,-2.1%,-10.2%,5.93e-08M*,7.7e-08M*,i,0.9%,i,i,0.5%
COC(=O)CCN(C)CCC(=O)OC,3.9%,-1.5%,-0.7%,10.8%,i,i,i,-0.8%,i,i,0.4%
COc1ccccc1C1CC(=O)Nc2cc3c(cc21)OCCO3 (stereo unspecified),20.7%,0.1%,0.1%,-7.5%,i,i,i,0.4%,?,i,0.8%
COc1ccc(NC(=O)C(c2ccc(OC)cc2)N(C)C(=O)c2cnccn2)cc1 (stereo unspecified),?,-0.1%,-2.0%,8.2%,i,i,i,-3.5%,i,i,-1.1%
O=C1C(=O)N(CCCn2ccnc2)C(c2cccnc2)/C1=C(/O)c1ccc(Cl)cc1 (stereo unspecified),-0.1%[11.4 µM],0.4%,-0.1%,0.9%[7.66 µM],·,·,·,-0.9%,·,·,-1.4%
CCN(CCNC(=O)C1CCCN(Cc2nc(-c3ccc(OC)cc3)oc2C)C1)c1ccccc1 (stereo unspecified),-19.1%,-4.1%,0.1%,28.9%,i,i,i,0.9%,?,i,-0.9%
COc1cccc(C=Nc2cccnc2)c1O,24.3%,2.0%,1.1%,-10.3%,i,i,i,0.0%,i,i,0.5%
COc1cccc(C2=NOC(C(=O)N3CCN(Cc4ccccc4)CC3)C2)c1OC (stereo unspecified),15.1%,0.8%,0.3%,8.8%,i,i,i,-0.4%,i,i,-0.8%
COc1ccc(C)cc1NC(=O)C1CCN(S(=O)(=O)c2cccc3cccnc23)CC1,-0.5%,-2.8%,?,·,·,·,·,0.3%,·,·,0.1%
CCOc1ccc(Nc2nc(Cc3nnc(SCC(=O)O)o3)cs2)cc1,-3.6%,-0.4%,-1.7%,-1.8%,i,i,i,-0.6%,i,i,-1.0%
COC(=O)[C@@]1(Cc2ccc(F)cc2)[C@H]2c3cc(C(=O)N4CCCC4)n(CCc4c[nH]c5ccc(OC)cc45)c3C[C@H]2CN1C(=O)c1ccccc1,25.9%,-5.1%,-3.2%,·,·,·,·,0.9%,·,·,10.5%
Cc1noc(C)c1C(=O)Nc1sc(C)c(-c2ccccc2)c1C#N,-7.2%,-6.5%,-9.0%,1.4%,2.53e-08M*,2.61e-08M*,i,-0.8%,i,i,-0.9%
CCc1nc(SCC(=O)N2CCN(c3ccccc3)CC2)c2c(=O)n(C)c(=O)n(C)c2n1,10.6%,-2.0%,-5.7%,·,·,·,·,-3.1%,·,·,-2.4%
COc1ccc(C(=O)N2CC=C(c3ccccc3)CC2)cc1S(=O)(=O)N1CCOCC1,-3.1%,0.1%,-0.9%,13.5%,i,i,?,-0.1%,i,i,2.7%
O=C(Nc1cccc(NC(=O)c2ccco2)c1)c1ccc2c(c1)OCO2,4.6%,-7.5%,-5.2%,-0.2%,8.91e-08M*,9.35e-08M*,?,-2.0%,i,i,-3.8%
COc1cccc(N2C(=O)CC(c3c[nH]c4ccccc34)C2=O)c1 (stereo unspecified),0.7%,-3.6%,-2.8%,32.8%[activator],i,i,?,-1.0%,i,i,0.1%
CN(CC(=O)N1CCc2ccccc21)S(=O)(=O)c1ccc(Br)s1,?,-0.8%,-3.6%,0.8%,i,i,?,-0.1%,i,i,-1.3%
COc1cc(C2C(C#N)=C(N)Oc3cc(C)oc(=O)c32)cc2c1OCO2 (stereo unspecified),14.6%,-7.7%,-2.8%,-17.5%,i,i,i,-1.2%,i,i,3.4%
O=C(Oc1ccccc1)N1CCC2(CC1)CN(c1ccccn1)C2,?,1.6%,-3.1%,0.7%,i,i,i,-1.5%,i,i,-1.5%
CCOC(=O)CNC(=O)CSc1nnc(-c2ccccc2OC)n1CC,-5.3%,-1.8%,0.9%,2.9%,i,?,i,-2.9%,?,i,-2.4%
CC(=O)c1cccc(NC(=O)N2CCCC2C(=O)NCc2ccc(F)cc2)c1 (stereo unspecified),-2.1%,1.3%,-1.1%,-3.7%,i,i,i,-0.7%,i,i,-1.9%
CCNc1nc(OCCNS(=O)(=O)c2cc(C)ccc2C)nc(N(C)C)n1,0.3%,-1.1%,-1.2%,13.8%,·,·,·,0.9%,·,·,2.3%
